FN deposit inh: fibronectin deposition inhibition | AH1F fibroblasts, Alexa488-fibronectin deposition fluorescence, overnight | inhibition, % at 12.6 µM | 350,000 tested, 0.086% active;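 active = mean inhibition across replicates of 30% or more, regardless of how many single replicates reach that level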;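 also: positive control wells lacked labelled fibronectin entirely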
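Material: AH1F fibroblasts assembling fluorescent fibronectin matrix; amount: 10000 AH1F cells/well; medium: DMEM, 2% serum; reagent: Alexa488-fibronectin, 24 nM final in well; dosing: single compound dose, delivered by pin transfer; incubation: 1 h adhesion, overnight exposure; detection: fluorescence after three HBSS washes, excitation 485 nm, emission 525 nm; measure: fibronectin deposition inhibition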
LGR2 inh: inhibitors of bursicon-induced Drosophila LGR2 receptor cAMP signaling; HEK293 LGR2, CRE-luciferase, bursicon-stimulated, 4 h; AID 720647; inhibition, % at 9.99 µM; 380,000 tested, 0.35% active;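 active = drop in luminescence signal, shown as inhibition above about 50% in the replicate tests, limit read from the data, passing the limit was not always enough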;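 also: agonist challenge used bursicon conditioned medium at about half maximal strength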
Cneo AK release: causes C. neoformans cell lysis. lysis activity, % at 15 µM. adenylate kinase release luminescence, 4 h; normalised: neutral wells 0, clomiphene wells 100. 360,000 tested, 0.2% active. AID 651654;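 active = mean lysis activity across replicates of at least 80%, whatever share of replicates individually reach that level; inactive = mean lysis activity below 80%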
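Assay system: log-phase C. neoformans yeast / Quantity: yeast cell density of 5 × 10^6 cells/mL / Medium: fresh YPD growth medium / Compound: single dose / Timing: static 4 h at 37 °C with compound, 1 h detection / Measured by: adenylate kinase release luminescence / Read-out: lysis from increased AK signal / Benchmarks: Clomiphene as positive lysis control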
EWS-Fli block: EWS/Fli transcriptional activity inhibition. A673 NR0B1-luciferase reporter, viability-normalised. AID 651661. 350,000 tested, 0.67% active. inhibition, % at 12.6 µM;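 active = mean inhibition of at least 50% after viability correction, with every replicate also passing that limit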;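 also: firefly luciferase signal divided by Alamar Blue viability fluorescence both relative to DMSO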
Casp6 inh: blocks human caspase-6 cleavage activity; P55212; purified caspase-6, Z-VEID-R110 cleavage fluorescence; 350,000 tested, 0.53% active; AID 686996; inhibition, % at 12.5 µM;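 active = mean inhibition across replicates at least about 35%, with every replicate also reaching that limit, limit read from the data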;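 also: 0% = median of neutral control wells and 100% = no fluorescence left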
Target sequence (P55212 24-179 limits assumed): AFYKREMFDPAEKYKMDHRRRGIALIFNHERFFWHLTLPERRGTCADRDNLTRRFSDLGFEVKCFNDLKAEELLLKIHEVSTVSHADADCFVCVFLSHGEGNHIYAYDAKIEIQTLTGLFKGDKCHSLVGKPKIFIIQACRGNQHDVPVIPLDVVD
Target sequence (P55212 194-293 limits assumed): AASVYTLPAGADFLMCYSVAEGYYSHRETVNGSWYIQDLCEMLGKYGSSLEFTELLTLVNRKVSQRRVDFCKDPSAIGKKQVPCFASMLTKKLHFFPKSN
miR122 inh: blocks miR-122 activity in Huh7 sensor cells | Huh7 miR-122 Renilla luciferase sensor, 48 h; neutral wells = 0, positive control = 100 | activation (reporter increase), % at 12.5 µM | 340,000 tested, 0.3% active | AID 602342;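 active = mean replicate activation score at least 90 and every replicate individually at or above 90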;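 also: higher luciferase means less miR-122 activity so hits act as miR-122 inhibitors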
PGC1a acetyl inh: lowers PGC1a acetylation signal in U2OS cells | AlphaScreen anti-acetyl-lysine; with virally co-expressed GCN5 acetyltransferase | inhibition, % at 15.6 µM | 350,000 tested, 0.17% active | AID 651687;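 active = every replicate shows inhibition of at least 40%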;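 also: 0% = neutral control wells and 100% = positive control wells; some results beyond the cut were filed as inactive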
PAX8 reporter: PAX8 transcriptional activity inhibition; RMG-I TPO-luciferase reporter, SteadyGlo, 24 h; inhibition, % at 12.6 µM; 360,000 tested, 1.2% active;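 active = mean replicate inhibition at least 60% with every replicate also reaching 60%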;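 also: luciferase light reporting Pax8 driven TPO promoter activity; plate controls were median of neutral control wells for no effect and mitoxantrone controls for full effect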
* hit, by the source's call; . = no result given; & = joins results of further samples; [ ] = dose if it differs, or a comment.

Under each structure – FN deposit inh, LGR2 inh, Cneo AK release, EWS-Fli block, Casp6 inh, miR122 inh, PGC1a acetyl inh, PAX8 reporter
O=C(CC1CC1)N[C@H]1C[C@@H]2O[C@H](CO)CC[C@@H]2O[C@@H]1CCc1ccc(C#Cc2ccccc2)cc1
    ., ., ., 4, -1, ., -7, -34
CC(CC(=O)NC(C)c1ccc2c(c1)OCCO2)c1ccccc1 (configuration not stated)
    ., 0, 1, ., ., 0, -8, .
COc1ccc(N(CC(=O)Nc2ccc(C)cc2C)S(=O)(=O)c2ccccc2[N+](=O)[O-])c(OC)c1
    0, 9, ., 10, -1, 15, -18, 32
Cc1ccccc1-c1ccc([C@@H]2[C@@H](CO)N3C(=O)CN(C(=O)c4ccncc4)C[C@@H]23)cc1
    -6, 22, ., 1, 2, ., -5, -10
C/C=C/c1ccc2c(c1)O[C@@H](CN(C)C(C)=O)[C@H](C)CN([C@@H](C)CO)S2(=O)=O
    1, -7, 2, -12, -5, 4[16.7 µM], 6, .
O=C(CSc1nccc(=O)[nH]1)NCc1ccc2c(c1)OCO2
    ., -6, -1, -3, 8, 0, 1, -3
O=C(c1cccc(Cl)c1)N1CCN(S(=O)(=O)c2ccc(Cl)s2)CC1
    0, -16, -2, 0, 3, ., -11, -8
CCN(CC(=O)Nc1c(F)cccc1F)C(=O)C1CC1
    -8, 4, 0, 0, -3, -6, 10, -2
O=[N+]([O-])c1cccc(S(=O)(=O)[N-]c2nc3ccccc3nc2-n2cc[n+](Cc3ccccc3)c2)c1
    -7, -4, -5, 19, 0, 20, 16, 12
COc1ccc(-c2csc(NC(=O)CSc3nc4ccccc4c(=O)[nH]3)n2)cc1
    -1, -9, 0, -20, 0, 3, ., -17
COc1ccc(S(=O)(=O)Nc2cccc3c2O[C@@H](CN(C)Cc2ccc(-c4ccccc4)cc2)[C@@H](C)CN([C@H](C)CO)C3=O)cc1
    ., 1, 2, 8, 0, -4[16.7 µM], -20, -5
O=C(NCc1ccccc1)C(c1ccc(C(F)(F)F)cc1)n1c(=O)c(-c2cc3ccccc3[nH]2)nc2ccccc21 (configuration not stated)
    -1, 9, ., 17, 0, ., ., 52
Cc1ccccc1NC(=O)c1cccc(N2C(=O)C3CCC(C)CC3C2=O)c1 (configuration not stated)
    2, 4, 0, -3, 1, 4, -10, -19
C[C@@H]1CN([C@H](C)CO)C(=O)Cc2cc(NC(=O)C3CCCCC3)ccc2O[C@H]1CN(C)C(=O)NC1CCCCC1
    ., -3, -1, 7, 2, -2[16.7 µM], 2, -2
O=C(COC(=O)c1cccc(-n2cnnn2)c1)c1ccc(F)cc1
    -1, -39, ., -67, -3, ., ., -247
Cc1ccc(S(=O)(=O)NC2CC(C)(C)NC(C)(C)C2)cc1
    -7, -23, 3, 5, -4, 0, -1, -14
COc1ccc(CNC(=O)C[C@H]2C[C@H](C(=O)N3CCCCC3)[C@@]3(C)c4[nH]c5cc(CCC(=O)N(C)C)ccc5c4CCN3C2=O)cc1OC
    8, 1, -3, 1, -3, ., ., 1
O=C1NC(=Nc2ccc(O)cc2)S/C1=C\C=C\c1ccco1
    6, -53, ., 47, 13, ., ., 0
COc1cc(NCCCn2cnc3c(OCc4ccccc4)ncnc32)cc(OC)c1OC
    -5, -28, -1, -4, 2, -7, 13, -18
Cc1ccc([N+](=O)[O-])c(NC(=O)COC(=O)CCNS(=O)(=O)c2cccs2)c1C
    -3, 10, 1, 3, 0, -6, -3, -9

4 entries out of the list above, arranged by their value in PGC1a acetyl inh, descending.
structure	PGC1a acetyl inh
O=C(CSc1nccc(=O)[nH]1)NCc1ccc2c(c1)OCO2	1
Cc1ccccc1-c1ccc([C@@H]2[C@@H](CO)N3C(=O)CN(C(=O)c4ccncc4)C[C@@H]23)cc1	-5
O=C(CC1CC1)N[C@H]1C[C@@H]2O[C@H](CO)CC[C@@H]2O[C@@H]1CCc1ccc(C#Cc2ccccc2)cc1	-7
COc1ccc(N(CC(=O)Nc2ccc(C)cc2C)S(=O)(=O)c2ccccc2[N+](=O)[O-])c(OC)c1	-18

Later entries.
Under each structure – FN deposit inh, LGR2 inh, Cneo AK release, EWS-Fli block, Casp6 inh, miR122 inh, PGC1a acetyl inh, PAX8 reporter
CCCSc1nc2ccsc2c(=O)n1CC
    7, ., ., 12, -6, -8, 11, -20
CC(=O)NCCc1ccc(S(=O)(=O)Nc2ccc(C)c(S(=O)(=O)N3CCOCC3)c2)cc1
    1, 6, -14, ., -2, 70, -17, -8
O=C(CSCC(=O)N1CCCCC1)OCC(=O)c1c[nH]c2ccccc12
    7, 6, 0, ., 2, 2, -3, 12
Cn1c(SCc2cccc(Br)c2)nc2c1c(=O)[nH]c(=O)n2C
    2, ., -3, 9, 3, -9, 9, 14
COc1ccccc1CCC(=O)Nc1nccs1
    -3, -8, -2, -30, -3, 7, ., -31
FC(F)(F)c1ccc(Cl)c(-n2c(-c3cc(C4CC4)[nH]n3)n[nH]c2=S)c1
    1, 0, 1, 10, 0, 5, 1, 12
COc1ccc(S(=O)(=O)Nc2ccc3c(c2)C(=O)N([C@@H](C)CO)C[C@@H](C)[C@H](CN(C)Cc2ccc(C(=O)Nc4ccccc4N)cc2)O3)cc1
    ., 6, 0, 37, -7, 1[16.7 µM], 7, .
Cc1ccc2c(c1)N(C(=O)CCC(=O)NC1CCC(C)CC1)CCO2 (configuration not stated)
    3, 16, 7, -5, -2, 1, -18, -7
C=CCN=C1NC(c2ccccc2C(F)(F)F)C(C(=O)OC)=C(C)N1Cc1cccc(C(F)(F)F)c1 (configuration not stated)
    -4, -3, ., 30, 6, ., ., -20
CCCCN(C(=O)c1ccc(NC2CC2)c([N+](=O)[O-])c1)c1c(N)n(CC(C)C)c(=O)[nH]c1=O
    5, -3, -1, -1, -1, -6, 1, -6
N#Cc1c(C(F)(F)F)cc(-c2ccccc2)n(N)c1=O
    -1, 14, ., -9, ., ., ., 12
Clc1ccc(Nc2cc(-c3ccccc3)nc3ncnn23)cc1
    -3, -6, 1, 9, 1, 1, 5, -4
Cc1ccc(O)c(-c2cc(-c3ccc(F)cc3)no2)c1
    3, -65, -5, -115, -2, 6, -20, -69
COc1ccc(C2CC(=O)c3cnn(-c4nc(C)cc(C)n4)c3C2)cc1 (configuration not stated)
    1, 22, ., 22, -1, ., ., 41
CNC[C@@H]1Oc2cc(C#CC(C)C)ccc2S(=O)(=O)N([C@@H](C)CO)C[C@H]1C
    ., -6, 0, 9, 4, 6[16.7 µM], -6, -2
CCCCc1c(C)nc2ccc(Br)cc2c1SC(N)N
    -6, ., ., 2, 1, ., ., 1
C[C@H]1CN([C@@H](C)CO)C(=O)Cc2cc(NC(=O)C3CC3)ccc2O[C@@H]1CN(C)C(=O)Nc1ccccc1
    ., -2, 1, 2, -2, -1[16.7 µM], 4, 2
CCN1C(=N)N(c2ccccc2)C(=O)C(CC)(CC)C1=O
    0, -23, 2, 8, 2, ., 1, -19
COCC(=O)N1CCC(Oc2ccc(C(=O)N(C)C3CCCCC3)cc2)CC1
    4, 8, -5, -2, -1, 1, 5, 0
COc1ccc(OC)c2sc(NC(=O)c3ccc(Cl)s3)nc12
    6, 15, 2, -9, 0, -1, -10, -2
CCN(CC)S(=O)(=O)c1cccc(C(=O)OCC(=O)Nc2ccc3c(c2)c2ccccc2n3CC)c1
    -2, 24, ., 18, -1, ., ., -4
CCNC(=O)N1CCN(CCCC(c2ccc(F)cc2)c2ccc(F)cc2)CC1
    -3, 18, 5, 16, 6, 0, 5, 22
CC1CN(Cc2nnc(-c3ccccc3)o2)CC(C)O1 (configuration not stated)
    -10, 8, ., -3, 2, ., -6, 9
CCOc1ccc(C(=O)NCc2ccc3c(c2)OCO3)cc1OCC
    -2, -24, 2, 3, 1, 0, ., 24
CS(=O)(=O)Cc1cccc(C(=O)NC2CCSc3ccccc32)c1 (configuration not stated)
    -5, -27, 0, -3, 2, 9, 1, -15
CCCNC(=O)C[C@@H]1CC[C@@H]2[C@@H](COc3ccc(NC(=O)c4cccc(F)c4)cc3C(=O)N2C)O1
    -16, 14, -3, 1, -1, 5[16.7 µM], 2, -8
C[C@H]1CN([C@@H](C)CO)C(=O)Cc2cc(NC(=O)CCC(F)(F)F)ccc2O[C@@H]1CN(C)S(=O)(=O)c1ccc(F)cc1
    ., -9, -3, -3, 1, -4[16.7 µM], 5, 5
Cc1c(NC(=O)c2ccc(F)cc2)c(=O)n(-c2ccccc2)n1C
    0, 5, -2, 2, -1, -1, -18, -2
Cc1ccc([N+](=O)[O-])cc1N=C(c1cccc(Br)c1)N1CCOCC1
    -7, ., 1, ., ., 5, -20, 8
COc1ccccc1NC(=O)NCCN1CCN(c2cccc(Cl)c2)CC1
    -3, 2, 2, 7, -1, -2, 14, -72
C=CCn1c(COc2ccc(F)cc2)nnc1SCC(=O)NC1CCS(=O)(=O)C1 (configuration not stated)
    8, 11, ., 0, 2, ., ., .
O=C(C[C@H]1C[C@H]2c3cc(NC(=O)Nc4ccccc4F)ccc3O[C@H]2[C@H](CO)O1)NCc1ccccn1
    -6, -7, -1, 1, 1, -3[16.7 µM], -7, -2
Cc1cc(C)n(-c2nnc(C)c(=O)[nH]2)n1
    -3, -8, ., ., 2, -12, -4, -16
COc1ccc(NC(=O)N(C)C[C@@H]2OCCCC[C@H](C)Oc3ccc(NS(=O)(=O)c4ccccc4)cc3C(=O)N([C@@H](C)CO)C[C@@H]2C)cc1
    3, 9, 2, 7, 0, 9[16.7 µM], -3, 15
C[C@H](CO)N1C[C@H](C)[C@@H](CN(C)S(=O)(=O)c2ccccc2)Oc2c(cccc2N(C)C)C1=O
    -2&6, -10&-5, -2&-2, -6&-4, -2&1, -1[16.7 µM], -2, -6&3
CCS(=O)(=O)N1CCCCN2[C@H](CO)[C@H](c3ccc(-c4ccc(C#N)cc4)cc3)[C@H]2C1
    ., 28, 0, -5, -3, 7[16.7 µM], 1, 11
O=C(O)CC1(CC(=O)NCc2csc(-c3cccs3)n2)CCCCC1
    2, ., -1, -2, 3, ., -5, -11
COc1ccc(NC(=O)N(C)C[C@H]2Oc3c(NC(=O)c4nc5ccccc5s4)cccc3C(=O)N([C@H](C)CO)C[C@@H]2C)cc1
    -3, 8, -4, 0, -1, -3[16.7 µM], -1, .
COc1ccc(Oc2nc(Oc3ccc(OC)cc3)nc(Oc3ccc(OC)cc3)n2)cc1
    -3, ., 1, ., ., 0, 6, 9
CCN(Cc1ccccc1)C(=O)COC(=O)c1c(C)nsc1NC
    5, 9, 0, 4, -2, ., ., 10
NC(=O)c1cc([N+](=O)[O-])ccc1NCc1cccnc1
    0, -3, ., -13, 0, ., 1, 7
COc1ccc(C#Cc2ccc([C@@H]3[C@@H](CO)N4CCCCN(C)C[C@H]34)cc2)cc1
    -25, -40, 40, -42, 2, -2[16.7 µM], -1, -67
CC(C)Cn1c(=O)c2ccccc2n2c(CCC(=O)NCC3CCCO3)nnc12 (configuration not stated)
    -3, 7, -2, 6, 0, -2, 0, -11
CCOC(=O)N1CCN(c2c(N3CCN(c4cccc(C)c4C)CC3)c(=O)c2=O)CC1
    1, 5, 0, -1, -3, 4, -5, 2
COc1cc(/C=C(\C#N)C(=O)Nc2ccc3c(c2)OCCO3)ccc1O
    -1, -60, ., 3, 7, ., ., -29
